ELG1 genotoxic = induces genotoxicity in HEK293T cells with luciferase-tagged ELG1 | HEK293T ELG1-luciferase reporter, luminescence, 16 h | Potency, µM (doses to about 46 µM), inactives show top-dose activity change, positive = activation, hits mostly activators | 330,000 compounds, 1.3% hits; further: potency means the concentration at half of the fitted maximal effect; % of control where 0% means no effect; nearly all actives have a fitted effect of over 60% in size
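Cells (2,000/well) expressing the ELG1-luciferase fusion are dosed by pin tool and kept 16 hr at 37 °C, 5% CO2. Signal comes from ONE-Glo luciferase reagent after 30 min at room temperature.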
BRCA1 expr up = activators of BRCA1 expression; MCF7-BRCA1-FFLuc reporter, luminescence, 48 h; response scale: scaled: vehicle 0%, 10 µM genistein 100%; Potency, µM (top dose mostly 46.1 µM), for the others: top-dose activation, actives largely listed as activators; 380,000 compounds, 1.1% hits; AID 624202; further: potency means the concentration at half of the fitted maximal effect; nearly all actives have a fitted effect of over 80% in size; some results filed as inactive show a strong effect at the top dose
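Activators of BRCA1 expression were detected as increased firefly luciferase luminescence in engineered MCF7 cells after 48 h compound incubation. Signals were scaled to genistein 10 microM as full activation.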
B2AR arrestin = agonists driving beta-arrestin recruitment to human beta2-adrenergic receptor; P07550; beta-arrestin recruitment to beta2AR, cell-based reporter; Potency, µM (highest dose often 46.1 µM), for the others: top-dose activation, actives largely listed as activators; 330,000 compounds, 0.02% hits;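 further: potency means the concentration at half of the fitted maximal effect; 0% = DMSO controls and full agonism = EC100 isoproterenol or metaproterenol; nearly all actives have a fitted effect of over 65% in size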
Eya2 phos inh = inhibitors of human Eya2 phosphatase activity; O00167; recombinant Eya2, OMFP fluorescence dephosphorylation (OMFP is methylfluorescein phosphate); Potency, µM (highest dose often 76.9 µM), without a hit: at the top dose activity, negative = inhibition, usual class: inhibitors; 330,000 compounds, 0.006% hits; AID 488837; further: potency means the concentration at half of the fitted maximal effect; on the % scale 0 is the no-effect control and ±100 the full control effect
Target sequence (O00167 whole entry, looked up): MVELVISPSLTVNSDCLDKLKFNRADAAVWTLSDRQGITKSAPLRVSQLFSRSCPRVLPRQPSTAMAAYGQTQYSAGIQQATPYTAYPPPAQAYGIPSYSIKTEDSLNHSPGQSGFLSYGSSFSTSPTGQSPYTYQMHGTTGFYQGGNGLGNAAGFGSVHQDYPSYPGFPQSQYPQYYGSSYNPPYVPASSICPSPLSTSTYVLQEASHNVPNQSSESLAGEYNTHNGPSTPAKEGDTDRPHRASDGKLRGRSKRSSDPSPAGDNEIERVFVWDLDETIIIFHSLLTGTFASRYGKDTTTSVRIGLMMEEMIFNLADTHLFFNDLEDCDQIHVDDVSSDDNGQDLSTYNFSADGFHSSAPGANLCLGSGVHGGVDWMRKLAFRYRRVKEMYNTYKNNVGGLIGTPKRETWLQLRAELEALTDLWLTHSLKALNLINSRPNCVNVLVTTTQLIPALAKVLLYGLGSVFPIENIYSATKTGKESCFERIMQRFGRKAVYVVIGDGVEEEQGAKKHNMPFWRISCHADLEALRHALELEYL
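Eya2 protein (added as 0.2 uM solution) was preincubated with compound for 10 min at ambient temperature in 50 mM HEPES pH 7.5, 50 mM NaCl, 5 uM MgCl2, 0.05% BSA, 1 mM DTT. OMFP (added at 50 uM) then reacted 10 min; fluorescence read at 485/525 nm.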
S-ASM inh = inhibitors of human secretory acid sphingomyelinase | P17405 | placental ASM, HMU-PC fluorogenic substrate, 60 min | Potency, µM (series often up to 57.5 µM), for inactives: top-dose activity change, negative = inhibition, hits mostly inhibitors | 340,000 compounds, 0.006% hits | AID 504937; further: potency means the concentration at half of the fitted maximal effect
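qHTS format. ASM enzyme prepared from human placenta hydrolyses the fluorogenic substrate HMU-PC0 (9 uM final) over 60 min at 37 °C after a 10 min compound preincubation.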
USP2a block = USP2a (human) protease inhibition; Potency, µM (doses to about 38.3 µM), inactives show at the highest dose activity change, negative = inhibition, actives largely listed as inhibitors; 330,000 compounds, 0.01% hits; USP2 core, Ub-CHOP2 coupled fluorogenic reporter, 485/531; AID 463254;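 further: potency means the concentration at half of the fitted maximal effect; plate controls were DMSO wells for no effect and full inhibition by NEM control for full effect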
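USP2 core (10nM final) preincubated 30min RT with compound in 20mM Tris-HCl pH 8.0, 2mM CaCl2, 2mM beta-mercaptoethanol, 0.05% CHAPS; 25nM Ub-CHOP2 plus 25nM reporter substrate added, fluorescence (Ex485/Em531) read after 60min.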
TRPV1 ag = activates the human vanilloid receptor TRPV1 | Q8NER1 | TRPV1-expressing cells, Fluo-8 calcium influx, agonist mode | activation, % at 8.33 µM | 320,000 compounds, 0.19% hits; in the data active means activation above about 80%; inconclusive means between about 30% and that limit; further: 0% is about no effect
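TRPV1-expressing cells were cultured overnight at 35.5C and loaded with Fluo-8 calcium dye for 40 to 90 min at room temperature. After a 10 s baseline, compound was added and calcium influx was read kinetically for 3 min (ex 480/em 520 nm).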
p53 reactivator = restores transcriptional activity of mutant p53. 320,000 compounds, 0.063% hits. H1299 p53-A138V BP100-luciferase reporter, luminescence, 24 h. Potency, µM (titrated, usually from 92.2 µM), without a hit: at the highest dose activity change, positive = activation, most hits filed as activators; further: potency means the concentration at half of the fitted maximal effect; % of control where 0% means no effect; nearly all actives have a fitted effect of over 45% in size
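p53-null H1299 cells stably carrying temperature-sensitive p53-A138V and a BP100-luciferase reporter were pinned with compounds (4-point, 1:5 series) and held 24 hrs at 37 deg C. Luminescence was read 10 min after detection reagent.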
TSG101-PTAP inh = blocks PTAP/TSG101 interaction to inhibit HIV-1 budding. AID 493005. Potency, µM (highest dose often 115 µM), for inactives: top-dose activity change, negative = inhibition, most hits filed as inhibitors. 340,000 tested, under 10 active. Fluorescence polarization, FITC-PTAP peptide / Tsg101 binding. Q99816; active means well fitted inhibition curve with a large enough effect in the main read-out, with a control signal flat, not every such curve was filed as active; inconclusive means small, poorly fitted or top-dose-only effect, or effect the other way, or a change in a side signal; inactive means no such curve, though single readings can be large or run the other way; further: potency means the concentration at half of the fitted maximal effect; % of control where 0% means no effect
Target sequence (Q99816 whole entry, looked up): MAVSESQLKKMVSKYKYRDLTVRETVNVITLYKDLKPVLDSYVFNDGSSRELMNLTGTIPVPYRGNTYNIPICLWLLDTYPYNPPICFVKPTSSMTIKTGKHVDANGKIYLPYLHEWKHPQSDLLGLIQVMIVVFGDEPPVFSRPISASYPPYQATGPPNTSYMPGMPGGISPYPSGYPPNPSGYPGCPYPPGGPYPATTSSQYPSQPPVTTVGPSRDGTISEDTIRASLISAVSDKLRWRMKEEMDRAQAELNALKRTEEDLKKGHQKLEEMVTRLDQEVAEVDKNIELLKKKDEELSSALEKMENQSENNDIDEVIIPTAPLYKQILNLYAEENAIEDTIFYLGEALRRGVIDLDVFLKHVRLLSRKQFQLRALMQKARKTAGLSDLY
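Fluorescence polarization binding of Tsg101 binding domain (10 uM final) to FITC-labeled PTAP peptide (50 nM final) in HEPES pH 7.5 buffer with NaCl, Tween 20, EDTA, TCEP. Compounds added before peptide; binding 20 min at RT.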
a7 integrin act = activators of alpha7 integrin expression for muscular dystrophy; 350,000 compounds, 0.064% hits; alpha7betagal myoblasts, beta-gal FDG fluorescence, 48 h; Potency, µM (series often up to 38.3 µM), for inactives: at the highest dose activation, usual class: activators; AID 624291;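 further: potency means the concentration at half of the fitted maximal effect; 100% = response of the positive control SU9516; nearly all actives have a fitted effect of over 60% in size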
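Alpha7betagal+/- myoblasts (passage 13) were plated 16-24 hr, then exposed to compounds (1:260 dilution of DMSO stock) for 48 hours at 37C. After MPER lysis, β-galactosidase reporter activity was read as FDG fluorescence (ex 480/em 540) after 30 minutes.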
uPA generation = blocks generation of uPA at the cell surface. cell surface uPA generation assay, qHTS. Potency, µM (highest dose often 38.3 µM), for the others: top-dose activity change, negative = inhibition, actives largely listed as inhibitors. AID 540303. 330,000 compounds, 0.31% hits; active means well fitted inhibition curve with a large enough effect; inconclusive means small, poorly fitted or top-dose-only effect; inactive means no such curve, though single readings can be large or run the other way; tested in mouse RAW 264.7 cells; further: potency means the concentration at half of the fitted maximal effect; on the % scale 0 is the no-effect control and ±100 the full control effect; nearly all actives have a fitted effect of over 55% in size
* = called active by the depositor; u = inconclusive; x = not tested or not shown; & = joins results of further samples; [ ] = remark or other dose. Unless noted, the call rests on the fitted dose curve; in most records, active means well fitted curve in the direction sought with a large enough effect; inconclusive means small, poorly fitted or top-dose-only effect, or another doubt; inactive means no such curve, though single readings can be large; an effect the other way counts as inactive or inconclusive. This is a random part of the collection, and some 2.6% of all compounds hit somewhere here.

SMILES	ELG1 genotoxic	BRCA1 expr up	B2AR arrestin	Eya2 phos inh	S-ASM inh	USP2a block	TRPV1 ag	p53 reactivator	TSG101-PTAP inh	a7 integrin act	uPA generation
COc1ccc(Cc2nnc(SCC(=O)Nc3ccccc3C)n(N)c2=O)cc1	3.1%	16.1%	0.4%	-30.6%	0.9%	-1.4%	3.5	-3.0%	1.7%	7.1%	-12.1%
O=C(O)CCc1ccc(-c2cccs2)n1NC(=O)c1ccc(O)cc1	-0.8%	0.8%	-0.1%	12.4%	1.0%	0.8%	1.4	4.8%	-4.5%	-22.7%	8.3%
Cc1cc(NC(=O)Nc2cccc3ccccc23)no1	0.9%&-1.7%	-29.7%	-0.7%&-0.4%	-6.1%&3.1%	-3.2%	4.4%&1.3%	-0.4&-0.3	6.1%&3.1%	-3.5%	-19.2%	-3.0%
CC(=O)Nc1ccccc1OCc1nnc(-c2cccs2)o1	14.2%	29.9%	-0.4%	-10.8%	2.8%	2.6%	-1.5	20.9%	-4.3%	24.8%	-1.2%
CCCc1nn(C)c(C(=O)Nc2cccc(CC)c2)c1Cl	4.6%	u	-0.4%	-4.9%	-0.9%	1.5%	u	u	-5.0%	u	-3.5%
O=C(C[C@H]1C[C@H](C(=O)N2CCCCC2)[C@@]2(CCc3ccccc3)c3[nH]c4cc(-c5ccco5)ccc4c3CCN2C1=O)NCc1ccco1	0.4%	-13.8%	-0.4%	2.9%	u	-1.9%	x	-5.1%	-0.9%	7.9%	u
Cc1nnc(SCC(=O)Nc2ccccc2NC(=O)CSc2nnc(C)s2)s1	x	-4.2%	x	x	-0.7%	x	2.4	x	-4.6%	22.0%	0.6%
C/C(CC(=O)NCc1ccc(Cl)cc1)=N\NC(=O)c1ccccc1F	5.0%	14.9%	-0.4%	-0.5%	2.1%	0.3%	18.5	u	-6.0%	14.5%	0.9%
O=c1c2cc(NC(=S)NCc3cccnc3)ccc2nc2n1CCCCC2	13.1%	41.5%	-0.3%	-7.1%	6.5%	0.6%	7.8	1.0%	-4.5%	35.7%	-2.9%
Cc1nnc(NC(=O)c2ccc(Br)cc2)s1	u	103.2%	0.0%	5.2%	-0.4%	1.2%	4.9	17.4%	-5.2%	16.0%	-2.9%
Cc1ccc(-c2nc(CS(=O)CC(=O)NCCCN3CCN(Cc4ccccc4)CC3)c(C)o2)cc1 (centres undefined)	-6.7%[9.26 µM]	-3.7%	0.2%	9.4%	4.5%	1.1%	2.0	-5.9%	-1.9%	-48.6%[inhibitor]	-15.2%
CCOCCCNC(=O)CCn1ccc2cc(S(=O)(=O)N3CCCC3)ccc21	0.2%[9.26 µM]	4.4%	-0.2%	-4.6%	1.7%	-1.9%	-2.3	-1.5%	-5.3%	26.1%	2.3%
CCCC(O)(c1ccccc1)C(CN1CCOCC1)c1ccccc1 (centres undefined)	-3.3%	-26.3%	-0.4%	8.1%	2.3%	-4.5%	-0.3	-5.9%	-0.6%	-43.3%	-4.2%
O=C(NCCCN1CCOCC1)c1c(F)c(F)c(F)c(F)c1F	-2.4%	-1.5%	-1.5%	2.8%	5.7%	0.0%	-1.0	17.2%	-0.6%	12.6%	0.4%
CCN(C(=O)c1cc2c(s1)-c1ccccc1S(=O)(=O)C2)c1cc(OC)ccc1OC	0.1%	-9.0%	-1.1%	-11.3%	-2.1%	-1.6%	10.0	x	-5.5%	-9.4%	4.3%
Cc1cccc(CN2CCC(n3nccc3NC(=O)c3ccccc3C)CC2)n1	2.3%	-18.3%	3.7%	3.6%	-2.8%	2.0%	0.0	2.0%	x	-7.3%	21.3%
C/C=C(\C)C(=O)NNC(=O)c1sc(-c2ccccc2)nc1C	2.7%	-19.0%	-0.3%	12.9%	1.5%	8.5%	4.3	-1.8%	-4.9%	-9.2%	2.3%
N#Cc1ccccc1NC(=O)CSc1nccn1CCc1ccccc1	20.6µM*	11.2µM*	0.3%	0.1%	3.3%	-1.2%	0.4	u	-11.8%	-9.8%	5.4%
NS(=O)(=O)c1ccc(CNc2ccc3ccccc3n2)cc1	u	8.91µM*	0.1%	-0.1%	-3.1%	0.2%	1.5	19.8%	-1.2%	-0.5%	-1.7%
Cc1oc(-c2cccc(Cl)c2)nc1CN1CCCC(C(=O)NC(C)c2ccc3c(c2)OCCO3)C1 (centres undefined)	-17.1%	-43.3%	-0.3%	6.5%	-5.4%	-3.2%	12.3	-0.8%	-1.2%	-32.0%	u
O=C1[C@@H]2Cc3c([nH]c4ccccc34)CN2C(=O)CN1CCCCCO	2.7%	1.5%	-0.2%	0.9%	-1.7%	3.6%	1.9	19.7%	-3.6%	-14.6%	-2.1%
O=C(NCC(=O)N1CCN(Cc2ccccc2)CC1)c1ccc(Br)cc1	-11.7%	-0.2%	-0.7%	-6.9%	-1.3%	0.2%	12.4	-5.5%	1.8%	-11.5%	1.6%
Cc1noc(C)c1CSc1nnc(-c2c[nH]c3ccccc23)n1-c1ccc(Cl)cc1	-0.8%	7.6%	0.1%	21.0%[15.4 µM]	-3.2%	-2.0%	u	0.6%	5.6%	-10.9%	13.7%
COCCCN1C(=O)C(=O)/C(=C(/O)c2ccc(OC)cc2)C1c1cccc(OC)c1 (centres undefined)	-2.5%	-1.4%	0.2%	-18.4%	-3.2%	0.1%	-2.5	-5.0%	0.2%	2.0%	0.1%
COc1cc(C)c(Cl)c(C)c1S(=O)(=O)NCc1cccnc1	-1.8%	-8.4%	0.5%	-21.2%	4.2%	2.4%	-1.2	2.8%	-3.1%	5.7%	1.7%
CC(C)CCN1CC(O)=C(c2nc(-c3ccc(Cl)cc3)cs2)C1=N	u	-11.2%	0.1%	13.8%	-0.8%	-1.6%	1.4	-2.9%	0.9%	-17.0%	-0.3%
Cc1cc(=O)oc2c(C)c(OCC(=O)N3CCN(c4ccc(F)cc4)CC3)ccc12	-4.5%	6.4%	0.3%	-5.7%	-1.9%	3.5%	6.1	-9.4%	-6.1%	-20.9%	2.7%
CCOC(=O)C1(Cc2ccccc2)CCN(Cc2ccc(C)s2)CC1	-10.6%	-18.1%	-0.1%	-5.7%	4.9%	0.6%	24.7	-1.5%	2.9%	-34.9%	3.1%
C=CC[C@@H]1Cc2c(Br)ccc(Br)c2[C@@H](CC=C)N1	-6.6%	-31.8%	-0.2%	-4.7%	5.9%	2.8%	-1.3	-9.4%	0.0%	-4.8%	-2.2%
CC(/C=N/O)Cc1ccc2c(c1)OCO2 (centres undefined)	-0.5%	6.8%	0.0%	-1.0%	2.0%	1.1%	-4.8	-3.8%	-5.8%	3.9%	3.0%

Marked active in BRCA1 expr up, of those listed so far:
mol	BRCA1 expr up	B2AR arrestin	Eya2 phos inh	S-ASM inh	USP2a block	TRPV1 ag	p53 reactivator	TSG101-PTAP inh	a7 integrin act	uPA generation
N#Cc1ccccc1NC(=O)CSc1nccn1CCc1ccccc1	11.2µM*	0.3%	0.1%	3.3%	-1.2%	0.4	u	-11.8%	-9.8%	5.4%
NS(=O)(=O)c1ccc(CNc2ccc3ccccc3n2)cc1	8.91µM*	0.1%	-0.1%	-3.1%	0.2%	1.5	19.8%	-1.2%	-0.5%	-1.7%

New compounds follow
SMILES	ELG1 genotoxic	BRCA1 expr up	B2AR arrestin	Eya2 phos inh	S-ASM inh	USP2a block	TRPV1 ag	p53 reactivator	TSG101-PTAP inh	a7 integrin act	uPA generation
CCCSc1nn2c(=O)c3ccccc3nc2s1	2.91µM*	u	0.2%	-17.5%	2.5%	7.0%	6.9	u	-2.6%	15.1%	-6.7%
OCCCNc1ncnc2scc(-c3ccc(Cl)cc3)c12	-12.9%	-25.6%	-0.5%	u	-1.7%	3.2%	14.5	-4.2%	1.8%	18.6%	-6.8%
CC(C)NC(=O)c1c2c(nc3ccccc13)CCCC2	0.1%	22.3%	-0.8%	7.3%	-5.7%	1.9%	4.2	4.3%	-6.8%	-24.2%	1.9%
O=c1ccc(S(=O)(=O)N2CCCC2)cn1Cc1nc(-c2ccc(F)cc2)no1	-6.1%	-5.2%	-0.1%	-17.6%	2.0%	0.2%	2.9	-2.8%	-5.5%	-10.3%	1.1%
CCn1c(SCc2nc3sc(C(=O)O)c(C)c3c(=O)[nH]2)nnc1-c1ccc(Cl)cc1	-0.2%	20.5%	-0.2%	-0.6%	-1.9%	3.1%	-1.7	12.9%	-1.9%	14.6%	-0.5%

Screening results: PubChem, National Center for Advancing Translational Sciences (NCATS)
